# Screening data (PubChem BioAssay)
# CHO-K1 Ca antag = counter-screen for M1 antagonists: effect in parental CHO-K1 cells; ATP-induced calcium, Fluo-8 fluorescence; inhibition, % at 3 µM; actives 0.6% (n = 360,000);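 active means inhibition above a per-plate cutoff, the plate's mean sample inhibition plus 3 SD, cut at about 24% in these data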;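 further: 0% = DMSO plus EC80 ATP and 100% = DMSO alone without ATP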
# TAAR1 antag = human TAAR1 antagonists, primary screen, Fluo-8 calcium fluorescence, CHO RD-HGA16 cells; Trace amine-associated receptor 1 (Homo sapiens), Q96RJ0; antagonist; inhibition, % at 3 µM; actives 1.5% (n = 360,000);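 active means inhibition above a per-plate cutoff, the mean inhibition of test compounds on that plate plus 3 SD, cut at about 49% in these data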;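 further: 0% = DMSO plus EC80 beta-PEA response and 100% = DMSO alone without agonist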
# Target sequence (Q96RJ0 whole entry, looked up): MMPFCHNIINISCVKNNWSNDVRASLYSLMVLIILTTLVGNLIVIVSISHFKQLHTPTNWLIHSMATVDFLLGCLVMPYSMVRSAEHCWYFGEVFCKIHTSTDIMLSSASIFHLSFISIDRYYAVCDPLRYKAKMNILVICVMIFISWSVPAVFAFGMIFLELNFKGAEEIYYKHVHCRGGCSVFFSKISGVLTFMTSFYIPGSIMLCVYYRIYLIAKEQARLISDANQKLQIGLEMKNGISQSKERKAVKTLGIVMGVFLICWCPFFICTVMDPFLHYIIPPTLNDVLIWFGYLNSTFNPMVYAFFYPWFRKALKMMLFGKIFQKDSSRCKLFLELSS
#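 System: RD-HGA16 CHO cells with stable hTAAR1 and Gα16 | Probe or stimulus: EC80 β-phenethylamine stimulus | Dosing: 3 µM, single point | Times: Dye loading 75 min at 37 °C, then 30 min room temperature | Measured by: Fluo-8 calcium-sensitive fluorescence | Read-out basis: % inhibition of agonist calcium response | Replicates: n of 1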
# GPR7 antagonist = GPR7 receptor antagonists, primary screen, cell-based, fluorescence, single concentration | Neuropeptides B/W receptor type 1 (Homo sapiens), P48145 | GPR7-expressing cells, fluorescence antagonist assay | inhibition, % at 4.4 µM | actives 1.1% (n = 290,000); in the data active means inhibition above about 16%, passing the limit was not always enough;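 further: cells stimulated with the agonist NPW; 0% = agonist with vehicle and 100% = vehicle without agonist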
# Target sequence (P48145 whole entry, looked up): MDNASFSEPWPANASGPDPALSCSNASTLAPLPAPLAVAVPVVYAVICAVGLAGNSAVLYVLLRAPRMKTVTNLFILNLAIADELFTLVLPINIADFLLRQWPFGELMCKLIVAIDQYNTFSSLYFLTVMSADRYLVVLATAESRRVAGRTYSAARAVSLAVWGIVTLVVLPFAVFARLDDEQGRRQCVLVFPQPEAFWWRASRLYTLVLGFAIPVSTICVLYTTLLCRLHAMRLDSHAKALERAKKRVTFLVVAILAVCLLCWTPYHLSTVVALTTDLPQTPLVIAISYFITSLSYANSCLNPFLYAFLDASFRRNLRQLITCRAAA
# OXTR potentiator = human OXTR potentiators, primary screen, fluorescence, CHO-OTR cells, Fluo-8 calcium. activation, % at 3 µM. Oxytocin receptor (Homo sapiens), P30559. actives 0.061% (n = 320,000). Fluo-8 calcium fluorescence, potentiator mode; 0% = oxytocin EC15, 100% = EC100;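 active means activation above that plate's cutoff, the mean activation of tested compounds plus 3 SD, cut at about 6.6% in these data, passing the limit was not always enough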;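 further: 100% uses oxytocin at 75 nM as the full agonist control; some results filed as inactive read as strong as hits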
#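 Assay system: CHO cell line stably expressing human OTR | Also added: Oxytocin at about EC15, sub-maximal agonist stimulus | Times: Compound 6 min at room temperature before oxytocin, 100 s read | Measured by: Fluo-8 intracellular calcium fluorescence, ex 470-495, em 515-575 nm | Controls: EC15 oxytocin alone as 0%, 75 nM oxytocin as 100%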
# M1 PAM parental = nonselective calcium activators in parental CHO-K1 cells, primary screen, counter-screen for M1 PAM project, cell-based, Fluo-8 calcium fluorescence, full deck, 1536-well; ATP EC20; 0% at ATP EC20, 100% at ATP max; actives 0.02% (n = 360,000); AID 602247, 2012; activation, % at 3 µM;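 active means activation above the run cutoff, the mean activation of all test compounds plus 3 SD, cut at about 40% in these data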;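 further: peak over basal fluorescence ratio in a 140 s read after ATP addition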
# M1 ag parental = counter-screen for M1 agonists: effect in parental CHO-K1 cells; activation, % at 3 µM; Fluo-8 calcium fluorescence; scaled to maximal ATP response, vehicle zero; actives 0.48% (n = 360,000); in the data active means activation above about 15%;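 further: untransfected CHO-K1 host cells lacking M1 receptor as counterscreen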
# CHO parental Ca = ATP-evoked calcium signal inhibitors, parental CHO, primary screen, counter-screen for OX1R antagonist project, cell-based, fluorescence, Fluo-8 calcium dye | parental CHO-K1, ATP-induced calcium, Fluo-8 fluorescence | inhibition, % at 5.6 µM | actives 0.63% (n = 330,000);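 active means inhibition above that plate's mean sample inhibition plus 3 SD, cut at about 26% in these data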;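 further: 0% = ATP-challenged DMSO wells and 100% = DMSO wells without ATP; some compounds past the cut are filed as inactive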
#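 Test system: parental CHO cells; detection: calcium-sensitive Fluo-8 fluorescence; evaluation: percent inhibition of calcium signal; also added: ATP as calcium-mobilizing challenge; repeats: one well per compound; control set: ATP-challenged DMSO wells low, unchallenged DMSO wells high; compound: single nominal dose of 5.6 µM per compound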
# V1R ag counter = agonists of human V1a receptor, primary screen, counter-screen for OXTR agonist project, fluorescence, CHO-V1R cells. Vasopressin V1a receptor (Homo sapiens), P37288. Fluo-8 calcium fluorescence, agonist mode; 0% DMSO, 100% 3 nM vasopressin. activation, % at 3 µM. actives 0.25% (n = 320,000). AID 2797, 2010;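 active means activation above the mean activation of all tested compounds plus 3 SD, per screening run, cut at about 20% in these data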;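 further: signal is peak over basal fluorescence ratio across a 100 second FLIPR read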
# Target sequence (P37288 whole entry, looked up): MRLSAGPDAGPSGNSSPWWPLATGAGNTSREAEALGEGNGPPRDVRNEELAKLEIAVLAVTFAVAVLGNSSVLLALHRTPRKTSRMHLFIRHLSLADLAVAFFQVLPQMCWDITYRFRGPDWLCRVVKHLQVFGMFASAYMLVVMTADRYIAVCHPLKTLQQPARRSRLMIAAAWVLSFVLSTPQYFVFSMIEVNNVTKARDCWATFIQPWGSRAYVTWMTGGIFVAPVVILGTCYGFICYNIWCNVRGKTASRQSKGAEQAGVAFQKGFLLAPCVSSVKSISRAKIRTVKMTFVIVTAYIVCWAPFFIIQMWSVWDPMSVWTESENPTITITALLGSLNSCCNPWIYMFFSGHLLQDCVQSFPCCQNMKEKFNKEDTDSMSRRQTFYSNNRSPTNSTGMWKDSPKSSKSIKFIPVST
# OXTR agonist = human OXTR agonists, primary screen, fluorescence, CHO-OTR cells, Fluo-8 calcium. actives 0.32% (n = 320,000). Oxytocin receptor (Homo sapiens), P30559. Fluo-8 calcium fluorescence; normalized: DMSO 0%, oxytocin 100%. activation, % at 3 µM;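 active means activation above the mean of all tested compounds plus 3 SD, cutoff set per screening run, cut at about 20% in these data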;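 further: peak over basal fluorescence ratio from a 100 s FLIPR kinetic read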
# * = called active by the depositor; nt = not tested or not shown. An unsorted share of the library; 3.5% or so of the library scored in one or more.
SMILES,CHO-K1 Ca antag,TAAR1 antag,GPR7 antagonist,OXTR potentiator,M1 PAM parental,M1 ag parental,CHO parental Ca,V1R ag counter,OXTR agonist
O=S(=O)(NCc1ccccc1F)c1cccc(S(=O)(=O)N2CCOCC2)c1,-11.1,5.9,-5.4,-0.6,19.7,2.4,-11.9,1.5,1.0
O=C(CSc1nc(-c2ccco2)cc(C(F)(F)F)n1)N1CCN(c2cccc(Cl)c2)CC1,6.8,23.7,-1.4,-6.2,2.0,1.3,-19.1,2.3,-1.6
O=C(O)COc1ccccc1C1C2C(=O)N(c3ccccc3)C(=O)C2ON1c1ccccc1 (stereo unspecified),0.9,10.8,4.5,-11.9,4.4,2.1,-13.2,-0.2,-1.4
CCOc1ccc(-n2c(=O)[nH]cc(C(=O)Nc3ccc(OC)c(OC)c3)c2=O)cc1,-14.5,-15.0,9.2,-1.4,-11.3,0.4,-13.3,2.1,2.0
CCOc1ccc(CN(C(=O)c2ccco2)C2CCS(=O)(=O)C2)cc1 (stereo unspecified),5.3,-24.3,4.3,-12.7,-4.5,-0.3,-16.5,0.5,-1.0
COc1ccc2c(CC(=O)OCC(=O)Nc3ccc4c(c3)OCO4)coc2c1,10.4,2.8,-1.3,-8.7,10.4,4.1,-12.8,0.5,1.9
CC(C)n1[nH]c2ccccc2c1=O,-22.6,-5.1,nt,nt,4.0,0.2,nt,nt,nt
COc1ccc(CCN2CC(C(=O)NCCc3cnn(C)c3)CCC2=O)cc1 (stereo unspecified),-13.4,-11.4,14.6,-22.1,14.2,-0.2,22.0,-1.0,-1.3
COc1ccc(/C=C(\C#N)C(=O)OC2CCOC2=O)cc1 (stereo unspecified),-13.0,9.6,-3.7,-2.7,13.3,0.7,0.5,0.5,1.0
COc1ccc(S(=O)(=O)N2CCN(CC(=O)c3c(N)n(C)c(=O)n(C)c3=O)CC2)cc1OC,4.2,-14.2,nt,nt,-6.0,-0.6,nt,nt,nt

# Complete entries from above. Order of screens: CHO-K1 Ca antag	TAAR1 antag	GPR7 antagonist	OXTR potentiator	M1 PAM parental	M1 ag parental	CHO parental Ca	V1R ag counter	OXTR agonist
# Profile of COc1ccc(S(=O)(=O)N2CCN(CC(=O)c3c(N)n(C)c(=O)n(C)c3=O)CC2)cc1OC = 4.2	-14.2	nt	nt	-6.0	-0.6	nt	nt	nt
# Profile of CCOc1ccc(CN(C(=O)c2ccco2)C2CCS(=O)(=O)C2)cc1 (stereo unspecified) = 5.3	-24.3	4.3	-12.7	-4.5	-0.3	-16.5	0.5	-1.0
# Profile of O=C(O)COc1ccccc1C1C2C(=O)N(c3ccccc3)C(=O)C2ON1c1ccccc1 (stereo unspecified) = 0.9	10.8	4.5	-11.9	4.4	2.1	-13.2	-0.2	-1.4

# (more compounds)
SMILES,CHO-K1 Ca antag,TAAR1 antag,GPR7 antagonist,OXTR potentiator,M1 PAM parental,M1 ag parental,CHO parental Ca,V1R ag counter,OXTR agonist
COc1ccc(OCC(=O)Nc2ccc(OC)c(S(=O)(=O)N3CCCCC3)c2)cc1,7.7,-25.7,nt,0.1,-11.9,1.8,-19.6,2.4,2.7
O=[N+]([O-])c1ccc(NCCNS(=O)(=O)c2ccccc2)cc1,-15.6,18.9,25.0*,-18.4,25.2,2.9,-0.6,2.1,3.1
O=C(NCc1ccccc1)c1onc(CSc2ccncc2)c1C(=O)NCc1ccccc1,-14.1,-18.2,nt,-10.2,1.9,0.7,-21.3,0.7,1.6
CNS(=O)(=O)c1ccc2c3c(cccc13)C(=O)N2,-4.0,0.3,-15.7,nt,6.2,-0.2,nt,nt,nt
Cc1ccc(S(=O)(=O)N(C)C)cc1NC(=O)COC(=O)c1ccc(Cl)cc1,-18.2,-10.4,-8.0,-20.7,5.9,5.2,-12.5,4.0,1.3
Cc1cc(OC(C)C(=O)NCC2CCC(C(=O)O)CC2)c2c(C)c(C)c(=O)oc2c1 (stereo unspecified),1.3,-9.9,-0.9,-2.5,7.3,0.2,-3.5,1.3,0.2
CC(C)(C)c1cc(C(=O)NNC(=O)c2ccc(C(F)(F)F)cc2)no1,-1.1,-28.2,-10.6,-8.1,3.0,5.0,-16.1,5.2,3.6
C=CCn1cnc2scc(-c3ccc(C)cc3)c2c1=O,-11.0,-14.4,-14.5,-14.4,12.4,-0.5,-10.8,0.9,-1.5
COc1ccc(CCN2C(=O)c3ccccc3C2c2nnnn2-c2c(C)cccc2C)cc1OC (stereo unspecified),-16.1,2.3,nt,nt,18.4,2.0,nt,nt,nt
CC(=O)N1CSCC1C(=O)N1CCN(c2ccc(N3CCOCC3)nn2)CC1 (stereo unspecified),1.4,3.3,-2.9,-7.0,13.8,0.2,-1.0,1.9,-1.1
C=CCOC(=O)C1=C[C@H](c2ccc(Br)cc2)[C@@H](CCCO)[C@H](OCC)O1,2.9,-20.2,-11.0,-14.7,-6.3,-0.2,-24.5,0.5,-1.1
CCOC(=O)C1CCN(C(=S)Nc2ccc(Cl)cc2C)CC1,-13.0,-10.1,-17.2,-14.9,26.6,1.8,-3.7,0.8,-1.0
Cc1nnc(SCc2cnc(-c3ccc(C(C)C)cc3)s2)n1C,-24.2,-39.4,-2.3,5.6,20.3,0.7,-5.6,-0.3,0.6
COc1ccc(CCNC(=O)C2CCC(C(C)(C)C)CC2)cc1OC (stereo unspecified),-1.6,-7.5,-12.6,-9.0,5.1,2.8,-3.9,4.9,-1.4
O=C(Nc1nc2ccc(Cl)cc2s1)C1CC1,7.1,-37.2,nt,-2.1,-5.8,3.6,-14.9,-0.9,-3.4
O=C(Cc1ccc(Cl)cc1)Nc1ccccc1CO,-5.7,6.8,11.5,-8.4,13.4,0.1,-11.1,-0.6,-0.3
COc1ccc(/C=N/Nc2nnc(-c3ncc[nH]3)c3ccccc23)cc1,-2.0,nt,-9.1,1.6,8.8,0.1,-13.4,1.4,-1.1
CSc1ncccc1C(=O)OCc1cccc([N+](=O)[O-])c1,-16.8,0.6,-13.9,-6.4,3.7,3.7,-21.6,-0.7,-1.7
C#Cc1ccc([C@@H]2C=C(C(=O)N3CCN(Cc4ccc5c(c4)OCO5)CC3)O[C@H](OCC)[C@H]2CCCO)cc1,-19.9,30.9,-2.5,-5.5,21.6,0.1,-17.7,0.6,-1.6
CCOC(=O)C1(Cc2ccc(Cl)cc2)CCN(Cc2cnc(N)nc2)CC1,15.1,-0.4,-10.0,-6.3,-1.6,9.9,-13.4,3.5,-0.2
COC(=O)[C@@H]1C[C@]2(Br)c3ccccc3N(S(=O)(=O)c3ccccc3)[C@@H]2N1C(=O)OC,10.4,-21.0,nt,-1.9,-17.4,-0.3,-18.3,0.2,0.9
Cn1cccc1/C=C1\SC(=Nc2ccc(O)cc2)NC1=O,-13.1,-14.0,20.8*,-17.9,9.8,0.7,-22.5,-0.1,-0.9
Cn1c(SCC(=O)Nc2cccnc2Cl)nnc1-c1ccco1,-23.2,-19.0,nt,0.1,30.5,0.9,-2.4,1.8,0.5
O=C(NC1(C(F)(F)F)N=C2SCCN2C1=O)c1ccccc1 (stereo unspecified),8.9,-6.2,-1.4,-1.7,-3.6,0.2,-4.6,0.7,1.2
O=c1ccn([C@@H]2O[C@H](CNCc3ccccc3)[C@@H](O)[C@H]2O)c(=O)[nH]1,-12.6,-16.6,nt,nt,6.3,0.4,nt,nt,nt
Cc1cccc(NC(=O)C2Cc3ccccc3O/C2=N\O)c1 (stereo unspecified),0.1,-9.1,0.7,nt,7.8,7.6,nt,nt,nt
CC(OC(=O)c1ccccc1NS(=O)(=O)c1cccc(N)c1)C(=O)N(C)Cc1ccccc1 (stereo unspecified),-6.3,30.9,5.0,-1.0,24.0,2.5,-21.6,5.5,0.7
O=C(COC(=O)CNC(=O)c1sc2ccccc2c1Cl)Nc1c(Cl)cc(Cl)cc1Cl,-3.7,-27.7,-8.0,-4.2,14.6,0.5,-12.3,1.1,-1.7
CSc1ccccc1NC(=O)CN(C)CC(=O)Nc1ccccc1C(F)(F)F,-23.4,0.9,14.5,-1.0,15.2,2.9,-5.6,0.7,3.1
COC(=O)C1=CN(C2CCCCC2)C=C(C(=O)OC)C1c1ccc2c(c1)OCO2,9.4,12.6,5.3,-11.2,9.1,-0.1,-14.8,-0.3,-2.2
CCCCCC(=O)OC(CN1CCCCC1)CN1CCCC1=O (stereo unspecified),4.1,9.3,-10.6,-9.8,-5.8,0.1,-8.5,0.1,0.3
COc1ccc(C2=C(c3ccccc3)OC(OC)c3cc(F)ccc32)cn1 (stereo unspecified),-4.0,7.0,nt,nt,3.1,0.3,nt,nt,nt
CCc1nnc(NC(=O)[C@@H](NC(=O)c2cc(OC)cc(OC)c2)C(C)C)s1,-2.8,8.6,-0.8,11.8,-0.1,-0.5,-16.7,0.2,-1.6
COc1cccc(CN2CCN(C(c3ccccc3)c3ccccc3)CC2)c1O,-12.6,-5.8,-11.6,-6.7,24.7,0.4,-17.3,-0.3,-2.0
COc1cc2oc(=O)ccc2c(OC)c1CC(O)C(C)(C)O (stereo unspecified),-24.5,-11.5,nt,-9.9,22.0,0.3,-8.5,0.4,-0.1
CCN(CC)S(=O)(=O)c1ccc(CNC(=O)CN2C(=O)NC3(CCc4ccccc43)C2=O)cc1 (stereo unspecified),-3.6,-10.8,nt,nt,1.1,0.8,nt,nt,nt
COc1ccc(NC(=O)CN2C(=O)NC3(CCCCC3C)C2=O)cc1S(=O)(=O)N1CCOCC1 (stereo unspecified),-7.1,3.3,nt,1.9,18.2,0.6,-3.0,0.8,1.4
CSc1ccccc1NC(=O)C1CC(c2ccccc2Cl)=NO1 (stereo unspecified),-12.1,-5.2,-13.3,8.7,4.9,1.6,-9.7,0.1,-1.6
O=C(N/N=C/c1ccco1)C1CC1(c1ccccc1)c1ccccc1 (stereo unspecified),-7.8,16.8,-11.5,-8.2,9.5,0.4,-11.7,0.9,-1.7
O=C(Cc1ccc(Cl)cc1)Nc1cccc2ncccc12,-5.5,1.8,2.6,-11.5,-11.5,1.5,8.0,-0.1,0.8
CC(C)c1nc(C(=O)N2CCCC(CCC(=O)N(C)CCc3ccccn3)C2)cs1 (stereo unspecified),-0.7,-0.4,4.2,3.5,19.3,1.4,-6.2,1.4,-0.4
CCCCNC(=O)c1ccc(Cc2cn(C)c3ccccc23)nc1,10.5,-2.6,nt,nt,-8.3,-0.2,nt,nt,nt
Fc1ccc(COc2ccc(C(=S)N3CCCC3)cc2)cc1,11.5,10.3,7.5,-12.9,-16.5,0.6,-2.8,1.0,-1.6
